ERK EGF block: EGF-driven ERK pathway inhibition; 0.41% of 130,000 active; Potency, µM (top dose mostly 11.5 µM), for the others: at the top dose activity change, negative = inhibition, actives largely listed as inhibitors; HEK293-V1b, EGF-stimulated phospho-ERK AlphaScreen; active = well fitted inhibition curve with a large enough effect; inconclusive = small, poorly fitted or top-dose-only effect, or effect the other way;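 note: plate controls were stimulated vehicle wells for no effect and unstimulated vehicle basal for full effect; nearly all actives have a fitted effect of over 55% in size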
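Homogeneous cell-based phospho-ERK assay: HEK293/V1b cells in 1% FBS, compound 30 min then EGF 5 min, AlphaScreen luminescence. Activity normalized between DMSO and 25 nM EGF controls; AC50 from Hill modelling.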
* hit, by the source's call; u = inconclusive; & = joins results of further samples; [ ] = dose if it differs, or a comment. Potency is the fitted concentration of half-maximal effect.

canonical_smiles,ERK EGF block
CCOC(=O)c1sc(NC(=O)OC)c(C(=O)OC)c1C,5%
Nc1cc(=O)[nH]c(SCC(=O)Nc2cc(Cl)ccc2Cl)n1,3%[57.5 µM]
CCOC(=O)COc1c(Cl)cc(C2NC(=S)NC(c3ccccc3)=C2C(C)=O)cc1OCC (centres undefined),22%
COC(=O)c1ccc(NC(=O)C(=O)N2CCN(C(=S)Nc3ccc(OC)cc3)CC2)cc1,6%
O=C(Nc1cc2c(cc1Br)OCCO2)c1ccco1,0%
CCOC(=O)N1CCN(C2CC(=O)N(c3ccc(Cl)c(Cl)c3)C2=O)CC1 (centres undefined),-3%
CCn1c(COc2cccc(C)c2)nc2ccccc21,3%
CC(Nc1ccc(Cl)cc1)C(=O)NN (centres undefined),-6%[57.5 µM]
Cc1cccc(OCc2n[nH]c(=S)n2-c2ccccc2)c1,1%
Cc1ccc(/C=N/NC(=O)C(c2ccncc2)N2CCOCC2)cc1 (centres undefined),-6%[57.5 µM]
CC(C)C1=NOC(C(=O)N2CCC(N3CCC(C(=O)N4CCOCC4)CC3)CC2)C1 (centres undefined),5%
CC[N+](CC)(CC)CC(=O)Nc1c(C)cccc1C,12%&-6%&-1%
COC(=O)c1ccc(COn2nnc3ccccc32)cc1,-5%
CC(C)NC(=O)C(=O)NCCN1CCN(C(=O)c2ccc(C(C)(C)C)cc2)CC1,-20%
COc1cc(O)c(C(=O)/C=C/c2ccccc2)c(OC)c1,3%
COc1cc(NC(=O)c2ccc(N)nc2)cc(C(=O)Nc2cccc(C(F)(F)F)c2)c1,14%[57.5 µM]
CCC(CO)Nc1nc2ccc(Cl)cc2c2ccccc12 (centres undefined),-10%[57.5 µM]
COc1ccc(OC)c(/C=N/N=C2\SCC(=O)N2Cc2ccco2)c1,-9%
O=C(COc1ccc(F)cc1Br)N1CCN(S(=O)(=O)/C=C/c2ccccc2)CC1,-2%
NC(=O)c1cc2ccccc2o/c1=N/NC(=O)c1cccs1,5%
Cc1cccc(-n2ncc3c(NCc4ccco4)ncnc32)c1,-4%
Fc1ccc(NC(=S)NCCN2CCOCC2)cc1,10%
O=C(N/N=C/c1ccccc1OCC(=O)N1CCCC1)C(=O)Nc1ccccc1F,5%
Cc1cc(-c2nc(C)c(C(=O)NNS(=O)(=O)c3cccc(C(F)(F)F)c3)s2)no1,-5%[57.5 µM]
COc1ccc(CC2(CO)CCN(C/C=C/c3ccccc3OC)CC2)cc1,0%
COc1ccc(-c2[nH]ncc2CN(C)C(C)c2ccncn2)c(F)c1 (centres undefined),0%
COc1ccccc1NS(=O)(=O)c1cc(NC(=O)Nc2ccccc2)ccc1N1CCCCC1,2%
Cc1sc2ncnc(Sc3ccccc3C(=O)Nc3ccc(C#N)cc3)c2c1C,2%
O=C(O)c1ccc(C(=O)c2ccc3c(c2)C(=O)N(CC2CCCO2)C3=O)cc1 (centres undefined),-1%
COC(=O)c1ccccc1Oc1ccc(NC(=O)CCCl)cc1,-7%
Cc1ccc(S(=O)(=O)/N=C2/C=C(Sc3ncn[nH]3)C(=O)c3ccccc32)cc1,u
O=[N+]([O-])c1c(Nc2ccccc2O)ccc2nonc12,4%
O=C(NCCO)c1cc2ccccc2cc1O,8%[57.5 µM]
CN1c2ccccc2C(=O)NC1c1ccc([N+](=O)[O-])s1 (centres undefined),-6%[57.5 µM]
CCOC(=O)COc1c(/C=N\O)cc(Cl)cc1OC,4%
Cc1ccc(OCC(=O)N/N=C/c2cccn2C)cc1C,8%[57.5 µM]

Brought forward from above: 2 compounds; new compounds follow.
canonical_smiles,ERK EGF block
CCOC(=O)COc1c(/C=N\O)cc(Cl)cc1OC,4%
Cc1ccc(OCC(=O)N/N=C/c2cccn2C)cc1C,8%[57.5 µM]
COCCn1c(SCC(=O)NNC(=O)Cc2ccccc2)nc2ccccc2c1=O,-4%
COc1ccc(NC(=S)/N=C(\N)Nc2nc(C)c3ccccc3n2)cc1,-8%[57.5 µM]
Cc1nnc(SCC(=O)NNC(=O)C(C)C)[nH]c1=O,-3%
CC1CC2(CCCC2)N(C(=O)c2ccccc2)Cc2ccccc21 (centres undefined),8%
Cc1ccccc1N1CCN(Cc2nc(Cc3ccccc3)no2)CC1,9%
Cc1cc(F)ccc1NCc1ccc([N+](=O)[O-])cc1,-7%
COc1ccc(-c2cc3nnc(-c4ccccc4)nc3s2)cc1,16%
COC(=O)c1c(N2C(=O)CC(Sc3ccccc3C(=O)O)C2=O)sc2c1CCCC2 (centres undefined),-6%
O=C(c1ccc2c(c1)OCO2)N1CCN(c2ccc(C(F)(F)F)cn2)CC1,5%
CCn1ncc(CNC(=O)CCSc2nc(-c3ccco3)cc(C(F)(F)F)n2)c1C,6%
Cc1ccc(S(=O)(=O)NCc2ccc(C(=O)NCCCN3CCC(Cc4ccccc4)CC3)cc2)cc1,2%
CCOC(=O)c1sc(NC(=O)CSc2nncn2C)nc1C,2%

Some of the entries so far, as labelled records:
CCOC(=O)c1sc(NC(=O)CSc2nncn2C)nc1C
  ERK EGF block = 2%

COC(=O)c1c(N2C(=O)CC(Sc3ccccc3C(=O)O)C2=O)sc2c1CCCC2 (centres undefined)
  ERK EGF block = -6%

New compounds follow.
canonical_smiles,ERK EGF block
CCn1c(SCC(=O)Nc2nc(C)c(C)s2)nnc1-c1cccs1,-6%
CN(Cc1ccccc1F)c1ccc(S(=O)(=O)N2CCCC2)cn1,28%
Cc1csc2ncc(C(=O)Nc3ccon3)c(=O)n12,-1%
Cc1cnn(-c2nc(-c3ccccc3)cc(-c3ccccc3)n2)c1,u
CCOC(=O)Nc1ccc2c(CN3C(=O)NC4(CCCC4)C3=O)cc(=O)oc2c1,2%
CCN(CC)S(=O)(=O)c1cccc(C(=O)NCCCn2ccnc2)c1,0%[57.5 µM]
Cc1cc(C(=O)N2CCC(C(=O)O)CC2)c(C)o1,0%[57.5 µM]
COCCCNC(=S)N1CCN(C(=O)C(=O)Nc2ccc(C(=O)OC)cc2)CC1,11%
COC(=O)[C@@]1(Cc2ccc(OC)cc2)[C@H]2c3cc(C(=O)N(C)C)n(Cc4cc(F)c(F)c(F)c4)c3C[C@H]2CN1C(=O)c1ccccc1,10%
O=C(O)COc1ccccc1/C=N/NC(=O)c1cc(-c2ccc(F)cc2)nc2ccccc12,-2%
Cn1c(=O)n(C)c2cc(/C=C(/C#N)C(=O)NCc3ccco3)ccc21,-4%
O=C(NC(=S)Nc1ccc(N2CCOCC2)cc1)c1cccc([N+](=O)[O-])c1,-3%
COc1ccc(OC)c(CNC(=O)Cc2c(C(=O)O)[nH]c3ccc(Cl)cc23)c1,-7%
CN1CCC(=C2c3ccccc3C=Cc3ccccc32)CC1,-11%
O=C(NNc1nc2cc3c(cc2s1)OCO3)c1ccc(F)cc1,u
CCc1cccc(C)c1NC(=O)CSc1nnc(CCCOc2ccc(Cl)cc2Cl)n1C,1%
Cc1cc(NS(=O)(=O)c2ccc(NC(=O)/C=C/c3ccc(C)o3)cc2)nc(C)n1,-3%
CN1CCN(C(=O)C2=C[C@@H](c3ccc(C(F)(F)F)cc3)C[C@@H](OCCCCO)O2)CC1,-9%[57.5 µM]
Cc1cccc(NC(=O)Cc2noc3ccccc23)c1C,-2%
COc1cc(C(=O)OCC(=O)NCc2ccc(F)cc2)cc(NC(=O)c2cccs2)c1OC,9%
O=C(Cn1nc(Cc2cccnc2)c2ccccc2c1=O)Nc1cccnc1Cl,6%
CCS(=O)(=O)c1nc(S(=O)(=O)c2ccc(Cl)cc2)c(NCc2ccccn2)s1,-9%[57.5 µM]
CCOC(=O)c1ccc(Oc2ccc(C(F)(F)F)cn2)cc1,2%
CC(C)CN1CC[C@@]2(CCCN(C(=O)c3cnccn3)C2)C1,-3%
CC(C)C(NC(=O)c1ccc(C(C)(C)C)cc1)C(=O)NCCc1ccccn1 (centres undefined),25%
COc1ccccc1/C=C/C(=O)NCC(=O)N/N=C/c1cccnc1,-11%
CC(=O)c1cccc(CN2CCN(Cc3ccccc3)C(CCO)C2)c1 (centres undefined),0%
CC(NC(N)=O)C(=O)OCC(=O)c1ccc(-c2ccccc2)cc1 (centres undefined),3%
CCc1ccc(C2(O)CC(C(F)(F)F)=NN2C(=O)Cc2ccc([N+](=O)[O-])cc2)cc1 (centres undefined),0%
O=c1cc(O)c2sc(Nc3ccc(F)cc3)nc2[nH]1,10%
CCN(CC)CC(=O)Nc1ccc([N+](=O)[O-])cc1,-5%
CCOc1ccc(CC(=O)Nc2nccs2)cc1,3%
O=C(COC(=O)c1cc(S(=O)(=O)Nc2ccccc2Cl)ccc1O)Nc1nc2ccccc2s1,u
O=C(N/N=C/c1cccs1)c1n[nH]c2c1CCC2,5%
NNc1ccc2nncn2n1,6%[57.5 µM]
COc1ccc(C(C(N)=O)c2ncc(C(F)(F)F)cc2Cl)cc1 (centres undefined),-2%
Oc1[nH]c2ccccc2c1N=Nc1ccccc1,5%[57.5 µM]
CC(OC(=O)c1cc2ccccc2cc1O)C(=O)Nc1ccc(S(N)(=O)=O)cc1 (centres undefined),2%[57.5 µM]
COc1ccc(/C=N/Nc2cc(C)nc(N)n2)cc1,8%
Cc1cc(OC(=O)c2ccc(S(=O)(=O)N3CCOCC3)cc2)c([N+](=O)[O-])c(=O)[nH]1,-5%
Cc1ccc(O)c(NC(=S)NC(=O)c2ccccc2Cl)c1,13%
CC[C@@H]1O[C@]2(C=C[C@@H]1C)C[C@H]1C[C@H](CC=C(C)[C@@H](O[C@@H]3C[C@H](OC)[C@H](O[C@@H]4C[C@H](OC)[C@H](O)[C@H](C)O4)[C@H](C)O3)[C@@H](C)C=CC=C3CO[C@@H]4[C@@H](O)C(C)=C[C@@H](C(=O)O1)[C@]34O)O2,1%[25.7 µM]
Nc1ccn([C@@H]2O[C@H](CO)[C@@H](O)[C@@H]2O)c(=O)n1,11%
CC(C)OC(=O)Cn1cc(C#N)c2ccccc21,-3%
CCOC(=O)C(NC(=O)CC)(Nc1ccccc1)C(F)(F)F (centres undefined),-3%
O=C(CC(=O)N/N=C/c1ccc(O)cc1)N/N=C/c1ccc(O)cc1,5%[57.5 µM]
Clc1ccc(SCc2csc(N3CCOCC3)n2)cc1,6%[57.5 µM]
CN(CC(=O)O)c1ccc(S(=O)(=O)N2CCOCC2)cc1[N+](=O)[O-],-6%
COCCCNC(=O)Cn1c(=O)n(CCCCCC(=O)NCc2ccc3c(c2)OCO3)c(=O)c2sccc21,13%
CN(c1ccccc1)S(=O)(=O)c1ccc(NC(=O)c2ccccc2)cc1,6%
O=c1cc(O)c2ccccc2n1Cc1ccccc1Cl,1%
CCOC(=O)C1C(C(=O)NN)C1C(=O)Nc1ccccc1 (centres undefined),-7%
COc1ccc(NC(=O)N2CCCC3(CCN(S(C)(=O)=O)CC3)C2)cc1,0%
COc1ccc(CCNC(=O)c2ccc3c(c2)SC2=NS(=O)(=O)CCN23)cc1,14%[57.5 µM]
COCCn1nnnc1C(c1ccc(OC)cc1)N1CCN(c2ccccc2F)CC1 (centres undefined),-1%
Cc1cccc(NC(=S)N(C)C)c1C,-6%[57.5 µM]
O=[N+]([O-])c1ccc(S(=O)(=O)N/N=C/c2ccco2)cc1,-16%[57.5 µM]
CN(C)C(=O)CC12CC3CC(C1)CC(CC(=O)N(C)C)(C3)C2,4%
COC(=O)c1ccc(C2Nc3cccc4cccc(c34)N2)cc1,u
COC(=O)c1ccc(C23CC4(C2)[C@H](CN(Cc2ccc(-c5ccccc5)cc2)[C@@H]4c2ccccc2)C3c2ccc(C(F)(F)F)cc2)cc1 (some centres undefined),-4%

Next results follow:
canonical_smiles,ERK EGF block
Cc1ccc2ncnc(NCCCCCC(=O)O)c2c1,-10%[57.5 µM]
COc1ccc(N2C(=O)CCC(C(=O)O)C2c2ccccc2OC)cc1 (centres undefined),3%[57.5 µM]
COc1cc(OC)c(S(=O)(=O)N2CCN(C(=O)c3ccccc3F)CC2)cc1NC(C)=O,-16%
COc1cccc([C@H](O)Cn2cc(-c3ccc(CON=C(C)C)cc3)nn2)c1,-3%
Cc1ccc(C(=O)Nc2ccc3c(c2)CCC3)cc1S(=O)(=O)N1CCOCC1,-1%
CCO/C=C1/C(=O)N(c2ccc(OC)cc2)C(=O)c2ccccc21,-11%
C/C(Cn1cnc([N+](=O)[O-])n1)=N\NC(=O)c1cccc(F)c1,-17%
COc1ccccc1-n1c(=S)[nH]c2c(sc(=S)n2-c2ccccc2C)c1=O,4%
COC(=O)C1C(c2ccccc2)C(C(=O)O)C1c1ccccc1 (centres undefined),2%
COc1ccc(C=O)c(OC)c1,-5%[57.5 µM]
CN=C(c1ccc([N+](=O)[O-])cc1)N1CCCCC1,2%
CCn1c(=O)n(CC)c2cc(N)ccc21,-7%
CCOc1cc(N2CCOCC2)c(OCC)cc1NC(=O)c1ccc(C)s1,31%
COc1cc(-c2ccc(Nc3ccccc3C(=O)O)c(OC)c2)ccc1Nc1ccccc1C(=O)O,-4%[57.5 µM]

High-throughput results (PubChem BioAssay)

Not all compounds are listed. The share of hits here may be higher or lower than overall.
